High-throughput results from PubChem.
ATXN2 expr inh = reduces ATXN2 reporter expression in HEK-293 cells; HEK-293 ATXN2-luciferase reporter, luminescence, 24 h; Potency, µM (series often up to 57 µM), without a hit: at the highest dose activity change, negative = inhibition, usual class: inhibitors; hit rate 0.72% among 360,000; note: potency is the fitted concentration of half-maximal effect; % is set by controls: 0 for no effect and ±100 for the full control effect; nearly all actives have a fitted effect of over 55% in size
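ATXN2-luciferase reporter cells (luciferase flanked by upstream and downstream ATXN2 gene portions) were treated 24 h at 37 °C with compounds at up to 57 uM. SteadyGlo luminescence gave expression; GF-AFC fluorescence gave viability.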
S2 tox = viability counter-screen for ATXN expression inhibitors | Potency, µM (titrated, usually from 56.7 µM), hits mostly cytotoxic | hit rate 0.49% among 400,000 | S2 cells (HEK-293 line with an ATXN2-luciferase reporter) viability, CellTiter-Fluor protease fluorescence, 24 h; note: potency is the fitted concentration of half-maximal effect; nearly all actives have a fitted effect of over 40% in size
Nrf2 block = Nrf2 pathway inhibition | A549 ARE-Fluc reporter, luciferase luminescence, 18-24 h | Potency, µM (series often up to 46 µM), for the others: at the highest dose activity change, negative = inhibition, actives largely listed as inhibitors | hit rate 2.1% among 360,000; note: potency is the fitted concentration of half-maximal effect; % is set by controls: 0 for no effect and ±100 for the full control effect; nearly all actives have a fitted effect of over 60% in size
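Reporter: ARE-Fluc in A549. Exposure: 18-24 h, 37 °C, 5% CO2, 5% FBS OPTI-MEM. Readouts: fluorescent cytotoxicity (CellTiter-Fluor), then luminescent Nrf2 signal after BugLite.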
Nrf2 activator = Nrf2 pathway activation. Potency, µM (top dose mostly 46.1 µM), without a hit: at the top dose activation, hits mostly activators. AREc32 ARE-luciferase reporter (MCF7-derived line), luminescence, 24 h. hit rate 0.31% among 410,000; note: potency is the fitted concentration of half-maximal effect; % of control where 0% means no effect; nearly all actives have a fitted effect of over 65% in size
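Nrf2 activation is followed as ARE-luciferase induction in the AREc32 line after one day of compound treatment; luminescence is read with Steady-Glo.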
IL-1B inflam inh = blocks inflammasome-driven IL-1 beta release | THP-1 LPS/ATP IL-1B secretion, AlphaLISA, 16 h; hits give low values | activity change, % at 57.5 µM | hit rate 4.7% among 360,000; in the data active = activity change below about -50%; inconclusive = mostly about -30% to -49%; note: % is set by controls: 0 for no effect and ±100 for the full control effect
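Secreted IL-1B measured by AlphaLISA bead assay after 16 h compound exposure of THP-1 cells; compounds (final up to 57.5 uM) added 1 h before LPS (250 ng/mL) and ATP (1.25 mM) stimulation; lower signal means less secretion.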
HepG2 viability = HepG2 cytotoxicity, counter-screen for TGF-b inhibitors | HepG2 CAGA-GFP viability, ATP luminescence, 18 h | Potency, µM (series often up to 46.1 µM), without a hit: top-dose activity change, negative = cytotoxicity, hits mostly cytotoxic | hit rate 0.76% among 410,000 | AID 588856; note: potency is the fitted concentration of half-maximal effect; some results filed as inactive show a strong effect at the top dose
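CellTiter-Glo luminescence gave cytotoxicity after 18 hours at 37 degrees C. The cells were HepG2 CAGA-GFP in 1% FBS DMEM, stimulated with 500 pg/mL TGF-beta after compound addition. %Activity was normalised to no-cell wells (complete cell-killing) and DMSO (no toxicity), and curves were fitted and classified.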
TGFb SMAD3 inh = blocks TGF-b signaling; HepG2 CAGA-GFP TGF-b/SMAD3 reporter, GFP fluorescence, 18 h; TGF-beta stimulated, 500 pg/mL final; Potency, µM (titrated, usually from 46.1 µM), inactives show at the top dose activity, negative = inhibition, actives largely listed as inhibitors; AID 588855; hit rate 1.2% among 410,000; note: potency is the fitted concentration of half-maximal effect; % is set by controls: 0 for no effect and ±100 for the full control effect; nearly all actives have a fitted effect of over 65% in size
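Inhibition of TGF-beta-driven CAGA-GFP reporter expression in HEPG2 cells is measured by cellular GFP fluorescence after 18 h stimulation with 500 pg/mL recombinant TGF-beta in 1% FBS medium at 37 degrees C.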
MCF10A rereplic = inducers of DNA re-replication in MCF 10A breast cells. MCF 10A DNA re-replication, Hoechst nuclear intensity, 48 h. Potency, µM (series often up to 46.1 µM), without a hit: at the highest dose activity, positive = re-replication, most hits filed as activators. hit rate 2.9% among 350,000. AID 624296; note: potency is the fitted concentration of half-maximal effect; % of control where 0% means no effect; nearly all actives have a fitted effect of over 50% in size
A549 viability = A549 cytotoxicity, counter-screen for Nrf2 inhibitors; A549 ARE-Fluc cells, CellTiter-Fluor viability, 18-24 h; Potency, µM (highest dose often 46 µM), for inactives: at the top dose activity change, negative = cytotoxicity, most hits filed as inhibitors; hit rate 0.16% among 390,000; AID 504648; note: potency is the fitted concentration of half-maximal effect; % is set by controls: 0 for no effect and ±100 for the full control effect
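Cytotoxicity counterscreen: CellTiter-Fluor fluorescence was measured in A549 ARE_Fluc cells after 18-24 h of compound exposure in a concentration series. The subsequent BugLite luminescent read reports ARE-luciferase activity.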
Starred values were filed as active, the others as inactive; i = inactive; u = inconclusive; x = no result given; & = joins results of further samples; [ ] = another dose, or the depositor's remark. Unless noted, calls come from the whole dose curve; as a rule, active = well fitted curve in the direction sought with a large enough effect; inconclusive = small, poorly fitted or top-dose-only effect, or another doubt; inactive = no such curve, though single readings can be large; an effect the other way counts as inactive or inconclusive. An unsorted share of the library. Share with any hit: about 8.8%.

SMILES	ATXN2 expr inh	S2 tox	Nrf2 block	Nrf2 activator	IL-1B inflam inh	HepG2 viability	TGFb SMAD3 inh	MCF10A rereplic	A549 viability
N=c1c(C(=O)NCc2ccc3c(c2)OCO3)cc2c(=O)n3ccccc3nc2n1CC1CCCO1 (stereo unspecified)	-7%	i	0%	-2.0%	1	-17%	1%	u	-14%
CCc1cc(C(N)=O)c(NC(=O)c2ccc(OC)cc2)s1	24%	u	3%	7.0%	-102*	2%	6%	-2%	u
Cn1cc(C(=O)Nc2cccc(F)c2)cn1	0%	i	x	4.9%	2	2%	-8%	1%	0%
Cc1cccc(C)c1NC(=O)c1ccccc1C(=O)O	2%&0%	i	3%	-0.3%	-10	2%	1%	-1%&5%	1%
COc1ccc(NC(=O)C2CCCNC2=O)cc1 (stereo unspecified)	-5%	i	-1%	-0.1%	0	11%	6%	-7%	-1%
O=C(O)c1ccc[n+](Cc2ccc([N+](=O)[O-])cc2)c1	-22%	i	-6%	-0.6%	13	131%	0%	14%	2%
O=c1cc(N2CCCC2)c2ccccc2o1	-12%	i	u	-0.7%	-9	27%	1%	-4%	1%
Cc1ccc(N2C(=O)CCSC23C(=O)Nc2ccccc23)cc1 (stereo unspecified)	-6%	i	-10%	0.3%	-7	-19%	0%	-3%	11%
O=C(COc1coc(CN2CCc3ccccc3C2)cc1=O)Nc1cccc([N+](=O)[O-])c1	-7%	i	1%	2.7%	14	-5%	6%	u	0%
COC(=O)c1cn(C(=O)c2ccco2)c2ccccc12	-6%	i	x	1.7%	-15	19%	-4%	1%	3%
CCC(C)(C#CCN1CCCCC1)OCCC#N (stereo unspecified)	2%	i	-17%	-0.2%	5	7%	u	-3%	-10%
CCn1cc(C(=O)NCC2CCCO2)c(=O)c2cc(S(=O)(=O)N3CCC(C)CC3)ccc21 (stereo unspecified)	-12%	i	-15%	-0.6%	-19	-34%	-29%	1%	x
CCOc1ccc(NC(=O)CC2C(=O)N(c3ccc(OC)cc3)C(=O)N2Cc2ccc(OC)cc2)cc1 (stereo unspecified)	10%	i	11%	-0.2%	-19	-12%	-13%	1%	-2%
COc1ccc(O)c(/C=N/NC(=O)c2ccc(CSc3nc(C)cc(C)n3)cc2)c1	4.5µM*	i	9.2µM*	4.2%	59	-37%	u	u	-13%
CC1=C(C#N)C(Nc2cccc(C)n2)(C(F)(F)F)C(=O)N1 (stereo unspecified)	-10%	i	u	-0.6%	7	-1%	-4%	-1%	-17%
O=C(c1cccn1-c1nnc(N2CCCCC2)s1)N1CCN(c2ccccc2)CC1	x	x	12%	0.3%	x	-7%	u	x	26%
COCCn1c(SCC(=O)Nc2ccc(F)cc2F)nc2c(c1=O)SCC2	x	i	x	0.9%	18	6%	14%	x	x
CC(=O)N1CCN(Cc2nc3cc(NC(=O)C4CCCCC4)ccc3n2C)CC1	0%	u	-3%	-0.7%	26	5%	-5%	12%	-1%
CCN(CC)CCN(C)C(=O)c1[nH]c(C(F)(F)F)nc1-c1ccccc1	9%	i	x	0.4%	47	-5%	2%	x	x
COc1ccccc1-c1nc(SCC(=O)N2CCC(C(N)=O)CC2)n[nH]1	-3%	i	9%	9.7%	29	1%	6%	-3%	7%
COc1ccc(-n2c(-c3ccco3)nc3c(cnn3-c3ccc(C)cc3)c2=O)cc1	-5%	i	u	0.2%&-1.0%	-7	5%&5%	-14%&1%	0%	1%&0%
O=C(CSCc1ccc(Cl)cc1)Nc1ccc2c(c1)OCCO2	18%	i	0%	1.9%	-10	1%	-33%	8%	0%
O=C(Nc1ccc(Br)cn1)c1cccc(C(=O)Nc2ccc(Br)cn2)c1	u	i	u	-0.7%	40	0%	4%	20%	-4%
CCOc1ccc(NC(=S)NC(=O)c2ccco2)cc1	x	i	-19%	0.3%	25	-10%	-15%	-2%	0%
COc1cc(-c2ccno2)ccc1S(=O)(=O)N1CCN(c2ccccc2F)CC1	-20%	i	x	4.2%	x	-9%	-18%	x	0%

New compounds follow:
SMILES	ATXN2 expr inh	S2 tox	Nrf2 block	Nrf2 activator	IL-1B inflam inh	HepG2 viability	TGFb SMAD3 inh	MCF10A rereplic	A549 viability
COc1cc(-c2noc(C)n2)cc(OC)c1OC	11%	i	6%	-0.5%	1	2%	2%	0%	0%
CCCCN(C(=O)c1cccc(S(=O)(=O)N2CCCC2)c1)c1c(N)n(CCC)c(=O)[nH]c1=O	1%	i	-3%	0.4%	-11	5%	2%	-5%	2%
CCC(C)(C(=O)NC1CCCCC1)N(CC1CCCO1)C(=O)Cc1cccs1 (stereo unspecified)	-1%	i	18%	-0.2%	-6	2%	-2%	-2%	-5%
NNC(=O)CSc1c(-c2cccs2)[nH]c2ccccc12	6%	i	8%	0.3%	9	6%	9%	13%	9%
CCC(C)n1c(=N)c(C(=O)NCc2ccco2)cc2c(=O)n3cc(C)ccc3nc21 (stereo unspecified)	-20%	x	0%	3.4%	x	-32%	6%	x	-2%
O=C1c2cccc(NCCCNCCO)c2C(=O)c2cccc(NCCCNCCO)c21	13µM*	x	u	-1.4%	-103*	-65%	16µM*	-6%	18µM*
Cc1c(-c2nc(N)nc(Nc3ccccc3)n2)oc2ccccc12	86%[activator]	u	27%	2.6%	u	-17%	u	u	-10%
CCOc1ccccc1CNC(=O)CN1C(=O)CCCc2ccccc21	x	x	30%	0.2%	x	-5%	0%	x	1%
CC(C)(C)NC(=O)C1CCN(S(=O)(=O)c2ccc(Br)cc2)CC1	1%	i	7%	-0.8%	-6	2%	-24%	13%	1%
CC(=O)Nc1ccc(NC(=O)CCc2c(C)noc2C)cc1	6%	i	6%	0.3%	24	2%	-1%	2%	1%
Cn1c(=O)c2c(nc(N3CCOCC3)n2Cc2cccc(Br)c2)n(C)c1=O	-6%	i	-28%	1.1%	x	3%	-19%	x	-9%
COC1=C2C[C@H](C)C[C@H](OC)[C@@H](O)[C@@H](C)C=C(C)[C@H](OC(N)=O)[C@@H](OC)C=CC=C(C)C(=O)NC(=CC1=O)C2=O	x	x	-17%	x	x	-41%	u	x	u
C=CCC(C)(NCc1ccccc1)c1ccccc1 (stereo unspecified)	-10%	i	18%	-0.5%	-5	-9%	-6%	1%	-4%
CCOc1ccc(-n2c(N)c(C(=O)N3CCN(C)CC3)sc2=S)cc1	x	i	1%	-0.4%	-1	22%	1%	0%	15%
Cn1c(=O)c2c(ncn2CC(=O)OCC(=O)NCc2ccc(Cl)cc2)n(C)c1=O	-18%	i	-6%	-0.2%	-7	1%	-3%	2%	0%
CCCS(=O)(=O)c1snnc1C	-4%	i	-2%	0.7%	-1	-5%	0%	-7%	-10%
Nc1nc(NCc2c(F)cccc2Cl)nn1-c1ccccc1	18%	u	7%	-0.8%	-22	1%	3%	9%	-9%
O=C(C1CCN(Cc2cn[nH]c2-c2ccc(F)cc2F)CC1)N1CCOCC1	-17%	i	0%	0.3%	13	23%	11%	1%	-1%
O=C1NC(c2cccc(OCc3ccccc3)c2)Nc2ccccc21 (stereo unspecified)	-11%	u	9%	-0.4%	26	1%	u	2.3µM*	-14%
CCOC(=O)c1[nH]ncc1CN1CCN(Cc2ccccc2)C(CCO)C1 (stereo unspecified)	x	i	15%	-0.4%	18	10%	0%	2%	1%
O=C1C=C(c2cccc3c2sc2ccccc23)C[C@@H](c2ccc(F)cc2)C1	0%	i	-19%	-0.1%	-26	-8%	-3%	23%	2%
Cc1ccc(NC(=O)Cn2cnc3nc4c(cc3c2=O)CCCC4)cc1Cl	5%	i	x	0.0%	x	9%	-1%	x	-1%
COCCN(CC(=O)NCc1ccc2c(c1)OCO2)C(=O)CCC(=O)Nc1nccs1	6%	i	0%	-0.6%	2	4%	-1%	2%	-3%
O=C(CNC(=O)c1ccccc1)Oc1ccc([N+](=O)[O-])cc1	-5%	i	1%	1.2%	35	-13%	-3%	-1%	6%
CC(=O)N1CCc2cc(C(=O)CN3CCN(c4ccccn4)CC3)ccc21	1%	i	5%	0.7%	29	3%	u	-10%	-5%

Additional compounds.
SMILES	ATXN2 expr inh	S2 tox	Nrf2 block	Nrf2 activator	IL-1B inflam inh	HepG2 viability	TGFb SMAD3 inh	MCF10A rereplic	A549 viability
CCc1nnc(NC(=O)CCC(=O)Nc2ccccc2)s1	7%	i	13%	0.0%	0	-18%	4%	0%	8%
CCc1cc(CNC(=O)C2CCC(=O)N(CCc3ccc(OC)cc3)C2)on1 (stereo unspecified)	2%	i	1%	-0.1%	0	-19%	-28%	-2%	1%
COc1ccc(OC)c(C2C(C(C)=O)=C(O)C(=O)N2CCN2CCOCC2)c1 (stereo unspecified)	-6%	i	2%	0.3%	14	-12%	28%	-1%	x
COc1ccc(C(=O)C[n+]2ccc(C)cc2)cc1	-7%	i	3%	0.1%	-12	9%	-20%	2%	1%
COc1ccc2[nH]c(=O)c(CN(C(=O)c3cccc(Cl)c3)c3ccccc3C)cc2c1	6%	i	0%	0.9%	x	-24%	-7%	x	2%
CCn1cc(C(=O)Nc2sc(C)c(C)c2C(=O)OC)cn1	-15%	i	12%	4.5%	31	-2%	-3%	-4%	-3%
O=C(CSc1ncccn1)N(Cc1cccnc1)C(CCc1ccccc1)c1nc2ccccc2[nH]1 (stereo unspecified)	16%	u	x	0.5%	-18	-13%	u	x	x
COc1nc(NCc2ccco2)nc(NC2CCCCC2)n1	52%[activator]	i	6%	22%	-5	-24%	-5%	1%	16%

Quoted at random: three compounds from above
SMILES	ATXN2 expr inh	S2 tox	Nrf2 block	Nrf2 activator	IL-1B inflam inh	HepG2 viability	TGFb SMAD3 inh	MCF10A rereplic	A549 viability
CCc1cc(CNC(=O)C2CCC(=O)N(CCc3ccc(OC)cc3)C2)on1 (stereo unspecified)	2%	i	1%	-0.1%	0	-19%	-28%	-2%	1%
COc1nc(NCc2ccco2)nc(NC2CCCCC2)n1	52%[activator]	i	6%	22%	-5	-24%	-5%	1%	16%
CCn1cc(C(=O)Nc2sc(C)c(C)c2C(=O)OC)cn1	-15%	i	12%	4.5%	31	-2%	-3%	-4%	-3%
